# TDP1 cell CPT: growth inhibition of DT40 Tdp1-/-;hTDP1 cells with camptothecin (screen for TDP1 inhibitors); chicken DT40 Tdp1-/-;hTDP1 cells + 20 nM CPT, ATP luminescence, 48 h; Potency, µM (top dose mostly 46.2 µM), for the others: top-dose activity change, negative = growth inhibition, hits mostly inhibitors; 420,000 tested, 12% active; note: nearly all actives have a fitted effect of over 55% in size
#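 Chicken DT40 Tdp1-/- cells complemented with human TDP1, 400 cells/well, exposed to compounds plus 20 nM camptothecin for at least 48 h at 37 C; viability read as ATP content by CellTiter-Glo luminescence.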
# KAT2A inh: inhibitors of human GCN5L2 histone acetyltransferase | 390,000 tested, 0.21% active | AID 504327 | GCN5L2 HAT assay, ThioGlo1 CoA-SH fluorescence | Potency, µM (series often up to 58.9 µM), without a hit: at the highest dose activity change, negative = inhibition, actives largely listed as inhibitors | Q92830
# Target sequence (Q92830 whole entry, looked up): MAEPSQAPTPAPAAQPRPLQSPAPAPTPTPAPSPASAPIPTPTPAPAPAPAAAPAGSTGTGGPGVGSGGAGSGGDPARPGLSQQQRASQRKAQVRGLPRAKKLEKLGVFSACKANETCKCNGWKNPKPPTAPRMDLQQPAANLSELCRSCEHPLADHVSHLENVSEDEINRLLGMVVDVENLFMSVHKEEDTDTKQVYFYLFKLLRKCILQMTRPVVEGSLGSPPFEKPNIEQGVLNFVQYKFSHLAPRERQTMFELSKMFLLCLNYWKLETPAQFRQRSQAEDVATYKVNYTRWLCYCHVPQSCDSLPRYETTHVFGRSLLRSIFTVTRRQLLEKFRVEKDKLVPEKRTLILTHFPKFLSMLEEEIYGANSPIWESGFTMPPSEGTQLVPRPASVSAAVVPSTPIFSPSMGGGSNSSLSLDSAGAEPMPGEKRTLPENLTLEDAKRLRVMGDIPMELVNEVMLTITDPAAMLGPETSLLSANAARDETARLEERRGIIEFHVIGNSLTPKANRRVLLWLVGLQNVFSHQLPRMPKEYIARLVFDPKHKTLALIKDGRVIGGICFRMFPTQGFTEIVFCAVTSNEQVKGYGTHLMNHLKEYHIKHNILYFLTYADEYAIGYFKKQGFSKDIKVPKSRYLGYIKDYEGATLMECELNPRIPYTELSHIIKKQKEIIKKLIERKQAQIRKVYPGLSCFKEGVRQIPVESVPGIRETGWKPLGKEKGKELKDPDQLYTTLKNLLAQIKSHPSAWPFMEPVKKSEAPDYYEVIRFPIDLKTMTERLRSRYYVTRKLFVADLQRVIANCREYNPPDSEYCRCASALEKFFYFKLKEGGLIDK
#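 Compounds, pin-transferred from DMSO stocks, meet 20nM GCN5L2 for 15 min before the reaction begins with H3(1-25) peptide (75uM) and acetyl-CoA (70uM). Thiol-reactive ThioGlo1 reports CoA release over 20 min at room temperature.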
# DT40 TDP1 no CPT: qHTS for Inhibitors of human tyrosyl-DNA phosphodiesterase 1 (TDP1): qHTS in cells in absence of CPT; DT40 Tdp1-/- hTDP1 cells, no CPT, ATP luminescence, 48 h; Potency, µM (highest dose often 46.2 µM), for inactives: at the top dose activity change, negative = growth inhibition, actives largely listed as inhibitors; 420,000 tested, 15% active; AID 686978, 2013; note: nearly all actives have a fitted effect of over 55% in size
#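 Chicken DT40 Tdp1-/- cells stably complemented with human TDP1 were seeded at 400 cells/well with DMSO in place of 20 nM camptothecin. After compound pinning, cells grew at least 48 hr at 37 °C; viability read by CellTiter-Glo luminescence.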
# * marks the source's active call; other numbers are inactive results; ? = inconclusive; nt = no result given; & = joins results of further samples. Calls come from the whole dose curve; as a rule, active = well fitted curve in the direction sought with a large enough effect; inconclusive = small, poorly fitted or top-dose-only effect, or another doubt; inactive = no such curve, though single readings can be large; an effect the other way counts as inactive or inconclusive. % is set by controls: 0 for no effect and ±100 for the full control effect; potency is the fitted concentration of half-maximal effect.
SMILES,TDP1 cell CPT,KAT2A inh,DT40 TDP1 no CPT
Cc1ccc(S(=O)(=O)N(C#N)c2nc(C)cc(C)n2)cc1,-25%,0%,-2%
CCSc1nc(C)nc2c1oc1ccccc12,-1%,-3%,-21%
COCCNc1nc(NCc2ccccc2)nc2ccsc12,21µM*,nt,9.2µM*
CNS(=O)(=O)c1cc(OC)c(OC)cc1CC(=O)OC,26%,0%,2%
CNC(=O)C(=O)NCC(c1cccs1)S(=O)(=O)c1ccc(F)cc1 (centres undefined),7%,-5%,20%
CCc1nc(NCCC(C)C)c(C#N)c2c1CCCC2,-25%,-8%,-23%
N#Cc1cccc(S(=O)(=O)NCC(=O)NCc2ccc3c(c2)OCO3)c1,-19%,-3%,11%
COC(=O)[C@]12C(=O)C(C)=C(O)[C@@]1(C)C(C)=CC1[C@@]34CC[C@@H](OC(C)=O)C(C)(C)C3C(C[C@]12C)OC4=O (some centres undefined),1%,-9%,-8%
O=C(OCc1nnc(-c2ccccc2)o1)c1cc(S(=O)(=O)N2CCOCC2)ccc1F,2%,2%,1%
COc1ccccc1CN1CCC2(CC1)CCN(C(=O)c1ccncc1)CC2,14%,-6%,0%
CCC(c1nnnn1-c1ccc2c(c1)OCCO2)N1CCN(C(=O)C2CCCO2)CC1 (centres undefined),-1%,nt,-25%
Nc1ccc(N=Nc2ccccc2O)c(N)c1,8%,nt,3%
COc1ccc(CC(=O)NCc2ccccc2Cl)cc1S(=O)(=O)N1CCOCC1,-1%,-8%,-13%
Cc1sc2nc(CSCC(=O)N(C)CC(=O)Nc3ccc(F)cc3)[nH]c(=O)c2c1C,-29%,?,?
COc1cc2c(Cc3c4c5c(cc(OC)c(OC)c5c5c(OC)c(OC)ccc35)CCN4C)c3c4c(cc(OC)c(OC)c4c2cc1OC)CCN3C,-12%,-27%,-21%
NC1=NCc2ccccc21,?,2%,-12%
Cc1sc(NC(=S)Nc2ccc(F)cc2)c(C(N)=O)c1C,28%,2%,-1%
Nc1nc(Cl)cc(N2CCC(c3cc(-c4ccc(Cl)cc4)n[nH]3)CC2)n1,3.5µM*,-7%,2.8µM*
CCOc1ccc(-c2cc(C(=O)OC)[nH]n2)cc1,17%,-15%,-4%
Cc1cccc(/C=C2/SC(=O)N(Cc3ccccc3Cl)C2=O)n1,?,0%,?
CCN1C(C)=C(C)S/C1=C1\SC(=S)N(C2CCCCC2)C1=O,?,1%,?
Cc1cccc(CN2CCN(Cc3ccc4nonc4c3)CC2CCO)n1 (centres undefined),-7%,-14%,0%
O=C(Cn1c(-c2cccs2)cc2ccccc21)NCCCN1CCN(c2ccc(F)cc2)CC1,23µM*,-6%,23µM*
CCC(C)Sc1nc2c(c(=O)[nH]1)C(c1cccs1)C1=C(CCCC1=O)N2 (centres undefined),?,-28%,21µM*
Nc1ncnc2nc(SCc3ccccc3)[nH]c12,-17%,3%,?
CC(=O)c1ccc(NC(=O)CCc2c(C)nn(-c3ccc(N4CCOCC4)nn3)c2C)cc1,?,-2%&13%,?
CCOc1cc2c(C)cc(=O)oc2cc1Cl,1%,-3%,14%
CCOC(=O)c1c(C)c(C(=O)NCc2ccco2)c(C)n1CC,-19%,-3%,-28%
O=C1C2Sc3[nH]c(=O)sc3C(c3ccccc3)C2C(=O)N1c1ccccc1 (centres undefined),9%,-12%,-2%
Cc1ccc(S(=O)(=O)N2CCOCC2)cc1C(=O)c1nccn1C,7%,-6%,-5%
COc1ccc2c(c1)[C@H]1[C@H](CO2)[C@H](c2ccccc2)[C@]2(C)C(=O)Nc3ccccc3C(=O)N12,?,-9%,?
CCN(CC(=O)NCCN1CCOCC1)S(=O)(=O)c1ccc(F)cc1,-7%,-2%,-4%
C=C(C)CNC(=S)N/N=C/c1ccc(N2CCOCC2)cc1,?,-6%,?
CN(C(=O)CCN1C(=O)/C(=C/c2ccccc2F)SC1=S)C1CCS(=O)(=O)C1 (centres undefined),-95%,-4%,23µM*
CN(C)S(=O)(=O)c1cc(NC(=O)CNCc2ccc(F)cc2)ccc1Cl,-14%,4%,-1%
Brc1ccc2ncc(Br)cc2c1,3%,-2%,3%

# Complete entries, quoted from the list. Values in the order: TDP1 cell CPT | KAT2A inh | DT40 TDP1 no CPT
# Brc1ccc2ncc(Br)cc2c1 as listed: 3% | -2% | 3%
# CN(C)S(=O)(=O)c1cc(NC(=O)CNCc2ccc(F)cc2)ccc1Cl as listed: -14% | 4% | -1%
# CC(=O)c1ccc(NC(=O)CCc2c(C)nn(-c3ccc(N4CCOCC4)nn3)c2C)cc1 as listed: ? | -2%&13% | ?

# The main list resumes; the 4 compounds before the break are reprinted first.
SMILES,TDP1 cell CPT,KAT2A inh,DT40 TDP1 no CPT
C=C(C)CNC(=S)N/N=C/c1ccc(N2CCOCC2)cc1,?,-6%,?
CN(C(=O)CCN1C(=O)/C(=C/c2ccccc2F)SC1=S)C1CCS(=O)(=O)C1 (centres undefined),-95%,-4%,23µM*
CN(C)S(=O)(=O)c1cc(NC(=O)CNCc2ccc(F)cc2)ccc1Cl,-14%,4%,-1%
Brc1ccc2ncc(Br)cc2c1,3%,-2%,3%
CC(C)N1C(=O)C2(OCCCO2)c2cc(Br)ccc21,-11%,-12%,-22%
Cc1cccnc1NC(=O)C1CCN(S(=O)(=O)c2ccc3c(c2)CCC(=O)N3)CC1,-1%,-9%,-4%
COc1ccc2nc(SC(C)C(=O)NC3CCCC3)[nH]c2c1 (centres undefined),?,-3%,-29%
Cc1ccc(S(=O)(=O)N2[C@@H](CCO)OC[C@H]2C(C)C)cc1,-3%,nt,?
CC1CCN(CCOc2cc(Cl)ccc2Cl)CC1,-14%,-6%,-13%
CCN1CCN(C(=O)c2[nH]c3ccc(OC)cc3c2C)CC1,-15%,-7%,-1%
O=C(CN1C(=O)NC2(CCCCC2)C1=O)N1CCN(c2ncccn2)CC1,-4%,0%,10%
O=C(COC(=O)c1ccc(S(=O)(=O)N2CCc3ccccc3C2)cc1)NC1CCS(=O)(=O)C1 (centres undefined),-1%,-9%,0%
CN(C)c1ncc2ncc(=O)n(Cc3cccs3)c2n1,?,-13%,21µM*
O=C(O)CCC(=O)N1N=C(c2ccccc2)CC1c1ccc2nccnc2c1 (centres undefined),-2%,-2%,6%
Cn1c(=O)[nH]c(=O)c2[nH]c(CN3CCN(C(=O)c4ccco4)CC3)nc21,4%,-15%,1%
O=C(CNC(=O)c1ccc(Br)o1)Nc1ccc(N2CCCCCC2)cc1,?,-8%,-21%
Cc1ccc(C)c(N2CCN(C(=O)CCn3c(=O)[nH]c4ccccc4c3=O)CC2)c1,16µM*,-13%,12µM*
O=C(NCCN1CCCCC1)Nc1ccc(F)c(Cl)c1,-21%,-18%,3%
CN(C)c1ccc(CNC(=O)c2sc3ncccc3c2-n2cccc2)cc1,16µM*,-7%,21µM*
O=C(CN1CCCCC1)NCCNc1ccc(C(F)(F)F)cc1[N+](=O)[O-],?,-4%,?
Cc1c(CNC2CCCCCC2)c(C(=O)O)c(C)n1Cc1ccc(F)cc1Cl,?,5%,?
O=C1c2ccccc2C(=O)N1CCCc1cn(C[C@H]2CC[C@H](Cn3cc(CCCN4C(=O)c5ccccc5C4=O)nn3)O2)nn1,-22%,-6%,?
COc1ccc(CCNC(=O)C2CCCN(Cc3nc(-c4ccccc4C)oc3C)C2)cc1OC (centres undefined),23µM*,-27%,23µM*
CCN1CC2([N+](=O)[O-])C=CC(=O)C([N+](=O)[O-])(C1)C2CC(=O)c1ccccc1 (centres undefined),?,1%,?
CCOC(=O)/C=c1\s/c(=C(\C#N)C(=O)NC)n(-c2ccccc2)c1=O,?,-16%,?
O=C(Cn1nnc(-c2ccccc2NC(=O)c2ccccc2F)n1)NC1CCCC1,0%,-5%,-14%
Cc1ccc(NCC(=O)Nc2ccc(Br)cc2)cc1F,-17%,-2%,-36%
Cn1c(CNS(=O)(=O)c2ccc(Cl)cc2)n[nH]c1=S,4%,?,-17%
Cc1cc(NC(=O)c2ccc(F)cc2)ccc1NC(=O)c1ccco1,-2%,-6%,-28%
O=C(O)c1cccc2c1C(=O)N(c1ccc3c(c1)Cc1ccccc1-3)C2=O,12%,nt,15%
COC(=O)C1(Cc2cc(-c3ccc(Cl)cc3)no2)CCN(C(=O)OC(C)(C)C)CC1,?,-7%,18µM*
Cn1cccc1Cc1nnc(SCC(=O)Nc2nccs2)n1CCc1ccccc1,21µM*,1%,?
COC(=O)CNC(=O)Cn1ccc2ccccc2c1=O,-7%,2%,-3%
N/C(=N\NC(=O)c1ccc(F)cc1)c1cc2ccccc2oc1=O,-2%,2%,-1%
Cn1cc2cc([N+](=O)[O-])ccc2n1,3%,-5%,1%
O=C(COc1ccccc1)N/N=C/c1sc(=O)n(Cc2cccc(C(=O)O)c2)c1Cl,-4%,-13%,-9%
CCCCS(=O)(=O)N1CCCC(C(=O)Oc2ccc(Cl)cc2)C1 (centres undefined),0%,-4%,-15%
COc1cccc(NC(=O)CN2CCN(c3ccc(F)cc3)CC2)c1,?,1%,?
O=C(O)CCC(=O)N1N=C(c2c(-c3ccccc3)c3cc(Cl)ccc3[nH]c2=O)CC1c1ccccc1 (centres undefined),3%,-1%,2%
Oc1ccc(/C=N/n2c(COc3ccccc3)n[nH]c2=S)cc1O,?,-14%,?
COCC1CCN(C(=O)c2cc(COc3cccc4cnccc34)on2)CC1,9.2µM*,?,4.1µM*
CCOC(=O)N1CCN(C(=O)CNC(=O)c2ccccc2F)CC1,-2%,1%,-11%
CC(C)CCNc1nc(N)c([N+](=O)[O-])c(N2CCCCCC2)n1,?,-3%,16µM*
Cc1ccc(-c2nn(-c3ccccc3)cc2C(=O)Nc2cccc(S(=O)(=O)NC3=NCCC3)c2)cc1,3%,nt,0.21µM*
CCOC(=O)[C@]12CCC=C1N(CCC1=CCCCC1)C(=O)[C@H](CC(=O)NCCCN1CCCC1=O)C2,-12%,nt,-8%
O=C1c2cc(Cl)ccc2-c2c(O)cc(Cl)cc21,?,nt,15µM*
O=C(Cn1ncc2c(Cl)cccc21)NCc1cccc(Cl)c1,-23%,-5%,-18%
CN1CCS/C1=C\C=C1/SC(=S)N(CC(=O)O)C1=O,9%,-7%,?
CCC(C)(NC(=O)c1ccccc1)C(=O)O (centres undefined),-5%,2%,-1%
Cc1ccc(NC(=O)NC2CC(=O)N(c3ccc4c(c3)OCCO4)C2)cc1C (centres undefined),?,-3%,-23%
COc1ccc(OC)c(CN2CCN(C(=O)c3cc4ccccc4cc3O)CC2)c1,?,-4%,?
CCOC(=O)c1cc(C(C)(C)C)oc1CN,-15%,-1%,?
COc1ccc(-c2ccc3c(c2)S(=O)(=O)c2cccc(C(=O)NCc4cc(C)oc4C(F)(F)F)c2C3=O)cc1OC,?,-4%,?
COc1ccc(NS(=O)(=O)c2ccc(C)c(C(=O)NNC(=O)c3csc(N4CCOCC4)n3)c2)cc1,3%,-2%,-14%
Cc1ccc(C(C)C)c(OCC(=O)Nc2ccccc2N2CCN(C)CC2)c1,?,-5%,15µM*
Cc1occc1C(=O)Nc1ccc2c(c1)OCCO2,?,-2%,-30%
CCNc1ncc2nc(-c3cc(F)cc(F)c3)c(=O)n(CCC#N)c2n1,-9%,-7%,2%
COc1ccc(C2(c3ccc(OC)cc3)NC(=O)N(CC(=O)N3CCOCC3)C2=O)cc1,-5%,-3%,11%
CCCN(CCC)Cc1c(C(=O)N/N=C/CCc2ccccc2)nnn1-c1nonc1N,3%,-11%,-2%
Cc1ccc(CCNC(=O)CCSCc2ccccc2F)cc1,-5%,3%,-10%
C=CCOc1cccc(C2C(C(=O)c3cc4ccccc4o3)=C(O)C(=O)N2c2cc(C)on2)c1 (centres undefined),-25%,-28%,?
O=C(NCCCNCc1ccccc1)c1ccc(/C=N/O)nc1,0%,-5%,3%
N#CCn1c(Cc2ccccc2)nc2ccccc2c1=O,-2%,3%,-6%
COc1cccc(OCc2cc(C3Nc4ccccc4C(=O)N3Cc3ccccc3)ccc2OC)c1 (centres undefined),-27%,nt,?
Cc1ccc(C(C(=O)NC(C)(C)C)N(Cc2cccnc2)C(=O)C(=O)NC2CCCCC2)o1 (centres undefined),16%,-24%,3%
COc1ccc(C(=O)Nc2ccc3[nH]ccc3c2)cc1OC,13%,nt,3%
CCOc1cccc(SCc2noc(C(=O)NC(C)C)c2C(=O)O)c1,3%,-13%,-11%

# Only part of the results is shown, so the mix of outcomes need not match the whole.
